Screening results as filed in PubChem.
ERAP1 inh – ERAP1 (human) enzyme inhibition | Q9NZ08 | recombinant ERAP1, Leu-AMC fluorescence, 60 min | inhibition, % at 10.7 µM | 340,000 compounds, 0.15% hits | AID 652197;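 active means mean replicate inhibition of at least 30%, or all replicates individually reaching that 30% level; inactive means mean below 30% and not every replicate reaching it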;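 further: 0% = neutral control wells and 100% = L-leucinethiol positive control wells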
Target sequence (Q9NZ08 whole entry, looked up): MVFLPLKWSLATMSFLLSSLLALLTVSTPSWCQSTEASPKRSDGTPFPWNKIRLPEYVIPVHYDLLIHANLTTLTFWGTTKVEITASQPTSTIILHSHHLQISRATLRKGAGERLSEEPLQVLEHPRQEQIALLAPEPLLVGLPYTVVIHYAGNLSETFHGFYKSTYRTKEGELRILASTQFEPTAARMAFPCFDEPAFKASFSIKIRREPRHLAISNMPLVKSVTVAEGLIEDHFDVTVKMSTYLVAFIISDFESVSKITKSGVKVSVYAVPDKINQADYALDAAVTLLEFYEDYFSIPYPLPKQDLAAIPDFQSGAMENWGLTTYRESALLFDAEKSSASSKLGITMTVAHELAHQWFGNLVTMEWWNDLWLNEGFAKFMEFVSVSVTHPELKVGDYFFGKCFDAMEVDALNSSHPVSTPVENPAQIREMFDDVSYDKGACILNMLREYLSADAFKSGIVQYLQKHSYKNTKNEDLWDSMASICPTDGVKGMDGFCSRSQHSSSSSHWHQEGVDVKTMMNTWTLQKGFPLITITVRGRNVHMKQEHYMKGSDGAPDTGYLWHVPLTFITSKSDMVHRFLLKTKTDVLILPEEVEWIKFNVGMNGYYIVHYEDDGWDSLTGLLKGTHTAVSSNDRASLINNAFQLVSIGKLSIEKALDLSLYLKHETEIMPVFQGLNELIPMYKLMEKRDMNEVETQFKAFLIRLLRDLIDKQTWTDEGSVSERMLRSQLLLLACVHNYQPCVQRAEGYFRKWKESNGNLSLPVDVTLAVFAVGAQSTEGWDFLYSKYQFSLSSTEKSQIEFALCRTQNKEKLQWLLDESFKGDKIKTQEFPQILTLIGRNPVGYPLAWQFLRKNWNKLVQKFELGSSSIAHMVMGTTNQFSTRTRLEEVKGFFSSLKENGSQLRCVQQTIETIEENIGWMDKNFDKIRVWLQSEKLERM
miR-122 sensor – miR-122 inhibition in Huh7 cells; Huh7 miR-122 Renilla luciferase sensor, 48 h; neutral wells = 0, positive control = 100; 340,000 compounds, 0.3% hits; activation (reporter increase), % at 12.5 µM; AID 602342;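 active means mean replicate activation score at least 90 and every replicate individually at or above 90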;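 further: higher luciferase means less miR-122 activity so hits act as miR-122 inhibitors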
RAD52 inh – inhibitors of human RAD52 DNA annealing | P43351 | recombinant RAD52 DNA annealing, FRET fluorescence | inhibition, % at 18.7 µM | 360,000 compounds, 0.46% hits | AID 651710;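 active means every replicate showing at least 50% inhibition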
PGC1a acetyl inh – PGC1a acetylation modulation, inhibitor mode; U2OS PGC1a acetylation, AlphaScreen anti-acetyl-lysine; with virally co-expressed GCN5 acetyltransferase; inhibition, % at 15.6 µM; 350,000 compounds, 0.17% hits; AID 651687;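 active means every replicate shows inhibition of at least 40%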;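 further: 0% = neutral control wells and 100% = positive control wells; some results beyond the cut were filed as inactive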
E-selectin induc – E-selectin induction on HUVECs; AID 686992; activation, % at 7.58 µM; HUVEC E-selectin immunofluorescence imaging; normalized: neutral wells 0, TNF-alpha wells 100; 260,000 compounds, 0.37% hits; P16581;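 active means mean E-selectin-positive cell signal at least 10% of the positive control, reached in at least 60% of replicates, without over 20% cell loss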;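 further: in these data hits start at about 27%; measured in HUVEC primary endothelial cells; signal is the percent of cells scored E-selectin positive by PE staining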
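Test system: HUVEC; input: 3,000 HUVEC/well; measured by: immunofluorescence imaging; read-out: % PE-positive cells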
Cneo AK release – Cryptococcus neoformans lysis via adenylate kinase release. lysis activity, % at 15 µM. AID 651654. 360,000 compounds, 0.2% hits. C. neoformans lysis, adenylate kinase release luminescence, 4 h; normalised: neutral wells 0, clomiphene wells 100;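 active means mean lysis activity across replicates of at least 80%, whatever share of replicates individually reach that level; inactive means mean lysis activity below 80%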
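Assay system: C. neoformans cells. Amount: yeast cell density of 5 × 10^6 cells/mL. Technique: AK luminescence. Buffer or medium: YPD. Times: static 4 h at 37 °C with compound, 1 h detection. Dosing: single-point compound dose. Read-out: lysis from increased AK signal.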
PglD inh – blocks C. jejuni PglD acetyltransferase activity | purified PglD enzyme, DTNB colorimetric CoA detection | inhibition, % at 12.5 µM | 360,000 compounds, 0.098% hits; in the data active means inhibition above about 16%, passing the limit was not always enough; further: strong numbers were not always called active
RAD54 branch – RAD54 (human) branch migration inhibition. inhibition, % at 10.4 µM. AID 602329. 360,000 compounds, 0.14% hits. RAD54 Holliday junction branch migration, FAM/BHQ fluorescence. Q92698;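 active means mean normalized replicate activity at least 40 and at least half of replicates scoring 40 or more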;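 further: 0% = median of neutral control wells and 100% = median of positive control wells; inhibitors cause a drop in the FAM fluorescence signal; in these data hits start at about 50%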
Starred values were filed as active, the others as inactive; / = no result given; & = joins results of further samples; [ ] = another dose, or the depositor's remark. Rows are unselected. About 1.4% of those tested had a hit in this group.

SMILES	ERAP1 inh	miR-122 sensor	RAD52 inh	PGC1a acetyl inh	E-selectin induc	Cneo AK release	PglD inh	RAD54 branch
O=C(O)c1ccccc1C(=O)Nc1ccc(S(=O)(=O)Nc2nccs2)cc1	-1	-4	-32	-1	-0.2	-1	-7	-5
C=CCN1C(=O)c2ccc(C(=O)N(CC)CC(=O)Nc3ccc(OC)cc3)cc2C1=O	2	-1	9	9	-0.1	/	/	/
O=C(NCC[C@H]1CC[C@@H](NC(=O)C2CCCCC2)[C@H](CO)O1)c1cnccn1	-3	/	6	1	0.0	-4	9	-6
N#Cc1c(NC2CCCCC2)nc(-c2ccco2)c2c1CCCC2	/	-8	/	-2	/	-1	-5	-3
Cc1ccc(C(=O)CN(CCC(=O)O)S(=O)(=O)c2ccc([N+](=O)[O-])cc2)cc1	0	/	-2	/	-0.1	4	4	-2
Cc1noc(C)c1S(=O)(=O)Nc1ccc2c(c1)C(=O)N([C@H](C)CO)C[C@H](C)[C@H](CN(C)C(=O)NC(C)C)OCCCC[C@@H](C)O2	-3&1	-1	8&-5	23	0.0	0&52	5&1	-9&0
Cc1ccc(S(=O)(=O)N(C)C[C@@H]2Oc3ccc(NS(C)(=O)=O)cc3C(=O)N([C@H](C)CO)C[C@H]2C)cc1	-2	1[16.7 µM]	-23	3	0.0	-3	-4	-6
Cc1c(C(=O)C(=O)N2CCN(C)CC2)c2ccccc2n1C	2	8	-3	-7	-0.6	5	2	-3
O=C(NCCN1CCCCC1)[C@H]1[C@H](CO)[C@H]2Cn3c(cccc3=O)[C@H]2N1C(=O)C1CC1	1	/	2	/	-0.4	1	-1	1
CCCNC(=O)N1CC2(C1)[C@H](c1ccccc1)[C@H](CO)N2CC1CCCC1	3	/	-2	-14	0.3	/	/	/
Cc1ccccc1-c1nnn(Cc2cccc(S(=O)(=O)N3CCOCC3)c2)n1	-2	9	-7	0	-0.2	6	-9	3
CCN(c1ccccc1)S(=O)(=O)c1ccc(C(=O)NCC(=O)Nc2ccc(F)c(F)c2F)cc1	2	22	0	9	-0.3	-1	2	9
C[C@H](CO)N1C[C@H](C)[C@H](CN(C)C(=O)Nc2ccc(F)cc2)Oc2ccc(NC(=O)Nc3ccc(C(F)(F)F)cc3)cc2CC1=O	-1	9[16.7 µM]	1	3	-0.1	1	0	3
Cc1c(C(=O)N2CCCCCC2)oc2ccccc12	/	-2	/	3	/	-2	5	-3
Cc1ccc([N+](=O)[O-])cc1NC(=O)CSc1nncc2ccccc12	3	-3	-2	/	/	-1	0	-2
O=C1Cc2cc(NS(=O)(=O)c3ccc(F)cc3)cc3c2N1CCC3	-1	/	-3	/	1.7	3	1	6
O=C(O)CN(CCc1ccccc1)S(=O)(=O)c1ccccc1	0	3	-10	3	0.2	-1	-5	5
Cc1cccc(NC(=O)C2CCCN2C(=O)OCC(C)C)c1 (stereo not given)	/	0	/	/	/	0	-2	-6
COc1cc(/C=C/C(=O)OCC(=O)N(C)CC(=O)Nc2ccc(F)cc2)ccc1OC(F)F	-3	/	9	-15	0.6	2	-3	3
O=C(NCCc1ccccc1)c1nc(CS(=O)(=O)c2ccc(Cl)cc2)no1	-2	2	-4	-10	/	5	-9	5

Structures above containing four or more nitrogen atoms (6):
SMILES	ERAP1 inh	miR-122 sensor	RAD52 inh	PGC1a acetyl inh	E-selectin induc	Cneo AK release	PglD inh	RAD54 branch
O=C(NCC[C@H]1CC[C@@H](NC(=O)C2CCCCC2)[C@H](CO)O1)c1cnccn1	-3	/	6	1	0.0	-4	9	-6
Cc1noc(C)c1S(=O)(=O)Nc1ccc2c(c1)C(=O)N([C@H](C)CO)C[C@H](C)[C@H](CN(C)C(=O)NC(C)C)OCCCC[C@@H](C)O2	-3&1	-1	8&-5	23	0.0	0&52	5&1	-9&0
O=C(NCCN1CCCCC1)[C@H]1[C@H](CO)[C@H]2Cn3c(cccc3=O)[C@H]2N1C(=O)C1CC1	1	/	2	/	-0.4	1	-1	1
Cc1ccccc1-c1nnn(Cc2cccc(S(=O)(=O)N3CCOCC3)c2)n1	-2	9	-7	0	-0.2	6	-9	3
C[C@H](CO)N1C[C@H](C)[C@H](CN(C)C(=O)Nc2ccc(F)cc2)Oc2ccc(NC(=O)Nc3ccc(C(F)(F)F)cc3)cc2CC1=O	-1	9[16.7 µM]	1	3	-0.1	1	0	3
Cc1ccc([N+](=O)[O-])cc1NC(=O)CSc1nncc2ccccc12	3	-3	-2	/	/	-1	0	-2

Going on with the list:
SMILES	ERAP1 inh	miR-122 sensor	RAD52 inh	PGC1a acetyl inh	E-selectin induc	Cneo AK release	PglD inh	RAD54 branch
C[C@@H]1CN([C@@H](C)CO)C(=O)c2cc(NC(=O)Nc3ccc4c(c3)OCO4)ccc2O[C@@H](C)CCCCO[C@@H]1CN(C)S(=O)(=O)c1cccs1	1	31[16.7 µM]	-7	-10	-0.1	51	-36	4
C[C@@H]1CCCCO[C@@H](CN(C)S(=O)(=O)c2cn(C)cn2)[C@H](C)CN([C@@H](C)CO)C(=O)c2cc(NC(=O)Nc3cccc4ccccc34)ccc2O1	0	7[16.7 µM]	-6	-3	-0.1	0	2	-10
CN(C)S(=O)(=O)c1ccc(NC=C(C#N)C#N)cc1	2	2	-48	12	-0.4	138*	5	-6
COc1ccccc1C(=O)NC(=O)COC(=O)c1nccnc1N	-13	-9	-21	1	-0.3	1	-2	6
CCOC(=O)N1CCC(Nc2ncnc3c2cnn3-c2ccc(Cl)cc2)CC1	0	-5	-13	6	/	-1	-2	7
COCCOC(=O)c1sc(=S)n(CCOC)c1N	-1	-6	-87	-5	/	1	-2	-4
COCC(=O)Nc1ccc2c(c1)OC[C@@H](C)N(C(=O)Cc1ccccn1)C[C@H](C)[C@H](OC)CN(C)C2=O	0	-6[16.7 µM]	-9	-11	0.0	2	1	-9
Cc1nn2c(C)c(C(=O)Nc3ccccc3)cnc2c1C#N	1	-4	-36	3	/	3	0	-5
COc1cc(CC(=O)OCC(=O)NC2CC2)cc(OC)c1OC	7	1	6	4	/	5	-8	0
CCCNC(=O)C[C@@H]1CC[C@@H]2[C@H](COc3ccc(NC(=O)c4ccc(OC)cc4)cc3C(=O)N2C)O1	/	-12[16.7 µM]	/	5	0.1	1	-1	-4
Cc1cc(C)c2nc(N3C(=O)C(O)=C(C(=O)c4ccco4)C3c3cccc(O)c3)sc2c1 (stereo not given)	0	-3	-67	-1	/	1	4	-10
COc1ccccc1CN1CC(C(=O)NCc2nccn2C)CCC1=O (stereo not given)	1	3	-7	-4	/	-1	-1	7
CC(CCc1ccccc1)NC(=O)C1CCN(S(=O)(=O)N2CCCCC2)CC1 (stereo not given)	/	/	/	-1	/	3	-1	0
OC(CNCCc1ccc(C(F)(F)F)cc1)COc1ccc2ccccc2c1 (stereo not given)	7	-12	-11	0	/	/	/	/
C[C@@H]1CN([C@H](C)CO)C(=O)c2cccc(NC(=O)C3CCOCC3)c2O[C@@H]1CN(C)Cc1ccncc1	-1	7[16.7 µM]	-9	-2	10	-3	-2	0
CN1C(=O)c2cc(NC(=O)C3CCCCC3)ccc2OC[C@@H]2O[C@@H](CC(=O)NCCc3ccncc3)CC[C@@H]21	-3	3[16.7 µM]	-9	-8	1.2	-3	-1	1
C=C1C(=O)[C@]23C[C@H]1CCC2[C@@]1(C)C(C[C@@H]3O)[C@](C)(C(=O)O)C[C@H](O)[C@@H]1O (stereo not given in full)	1	-4	-6	4	-0.5	0	-2	-8
O=C1CN(C(=O)c2ccccc2)c2ccccc2N1	/	-12	/	2	/	-1	3	-3
CS(=O)(=O)N(CC(=O)N1CCCC1)C1CCCCC1	0	-2	24	4	0.5	-1	0	1
Cc1ccc(S(=O)(=O)Nc2cccc3c2O[C@@H](CN(C)C(=O)Nc2ccc(F)cc2)[C@@H](C)CN([C@@H](C)CO)C3=O)cc1	-1	-6[16.7 µM]	-3	0	-0.1	1	-2	3
C[C@H](O)C#Cc1ccc([C@H]2[C@H]3CN(C(=O)c4ccc(F)cc4)CCCCN3[C@H]2CO)cc1	6	-13[16.7 µM]	12	-3	-0.8	-4	0	1
CCOC(=O)C1CCN(Cc2ccc(OCc3ccccc3)c(OC)c2)CC1	/	-2	/	-5	/	-2	-6	-6
Cc1ccc(S(=O)(=O)N(CC(=O)NCc2ccncc2)C2CCCCC2)cc1	/	5	/	2	/	4	-6	-1
O=C(NCCc1cccs1)C(c1ccccc1)c1ccccc1	-3	1	-18	-18	0.0	2	5	1
CCOC(=O)C1CCN(Cc2cccc(Oc3ccc(Cl)cc3)c2)CC1	6	-2	-20	0	1.4	-1	-5	-2
Cc1cccc(OCCCC(=O)NNC(=O)CCN2CCN(c3ccccc3)CC2)c1	0	-2	-16	7	0.0	-7	10	-5
CC(C)NC(=O)Nc1ccc2c(c1)C(=O)N([C@H](C)CO)C[C@H](C)[C@H](CN(C)C(=O)Nc1ccc(C(F)(F)F)cc1)OCCCC[C@@H](C)O2	-1	1[16.7 µM]	-20	22	0.0	-3	-4	4
C[C@H](CO)N1C[C@H](C)[C@@H](CN(C)S(=O)(=O)c2cccc(F)c2)OCc2cnnn2CCCC1=O	-5&1	-3	2&7	1&-1	0.1&-0.1	1&0	9&1	0&5
O=C(NCc1ccncc1)C(=O)N/N=C/c1ccccc1OCc1ccccc1	0	-2	7	3	/	3	-3	-3
O=C(Nc1ccccc1Cl)C1CCN(Cc2cnn(-c3ccccc3)c2-n2cccc2)CC1	/	-3	/	15	/	0	-1	-7
CCOC(=O)N1CCC(NC(=O)CC2C(=O)NCCN2Cc2cccc(F)c2F)CC1 (stereo not given)	-2	3	-23	6	-3.7	-3	-2	3
COc1ccccc1CN1CC(C(=O)NCc2cc(C)on2)CCC1=O (stereo not given)	0	-6	-1	/	-0.2	3	1	-7
Cc1ccc(CNC(=O)CCSCc2ccccc2F)cc1	-2	-8	-4	4	0.0	-1	-4	-16
OC(c1ccccc1)(c1ccccc1)C1CCN(C(=S)Nc2ccc(F)cc2)CC1	6	2	-14	-5	0.4	1	0	-6
Cc1cccc(CSc2ccc(-c3cccs3)nn2)c1	/	-2	/	-3	/	-3	-2	-1
CCOC(=O)COc1cccc2c(=O)n(CC(=O)N3CCCCC3)ccc12	-4	/	-23	-12	3.7	/	/	/
CC(C)(C)OC(=O)C[C@@H]1C/C=C\C[C@@H](CC(=O)NCCO)C(=O)N[C@H](Cc2c[nH]c3ccccc23)COC1=O	-3	6	-15	/	-0.7	1	-3	-1
COc1cc(OC)cc(C(=O)N[C@H](C(=O)Nc2nc3c(s2)CCCC3)C(C)C)c1	-9	-2	-10	3	/	-1	-3	1
O=C(C1CCCC1)N1CCCCN2[C@H](CO)[C@@H](c3ccc(-c4cccc(F)c4)cc3)[C@@H]2C1	0	-28[16.7 µM]	16	5	/	0	-1	-16
CCSc1ccc2nnc(-c3ccc(F)cc3)n2n1	2	/	9	2	/	0	3	10
Nc1c(NCc2ccccc2)c2ccccc2oc1=O	/	1	/	-8	/	-3	1	2
C[C@H](O)C#Cc1ccc([C@@H]2[C@H]3CN(C(=O)c4ccc5c(c4)OCO5)CCCCN3[C@H]2CO)cc1	-2	9[16.7 µM]	-3	2	-0.2	1	1	-2
O=C(Nc1ccc(F)c(Cl)c1)c1nsc(Cl)c1Cl	/	14	-12	3	-0.3	-4	-4	4
Cc1cccc(NS(=O)(=O)c2ccc(C)c(C(=O)NCc3cccnc3)c2)c1	-2	19	-5	-4	0.8	0	3	-6
COc1ccc2c(CN3CCN(C(C)=O)CC3)cc(=O)oc2c1	7	-1	-3	18	-0.1	1	-5	8
C[C@@H]1CN([C@H](C)CO)C(=O)c2cc(NC(=O)Cc3cn(C)c4ccccc34)ccc2O[C@H]1CN(C)C	-1	1[16.7 µM]	9	-6	24	1	-9	-5
COc1ccc(OCC(=O)OCC(=O)N2C(C)CCCC2C)cc1 (stereo not given)	-5	-3	-4	7	/	1	1	5
